High-throughput results: PubChem, Fisher Drug Discovery Resource Center
NPYLR7 ag: activates Aedes aegypti NPYLR7 receptor; activation, % at 10 µM; 270,000 tested, 0.15% active; AID 1259423; HEK293T NPYLR7/Galpha15, GCaMP6s calcium fluorescence; in the data active = activation above about 40%;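 note: 0% = vehicle and 100% = reference agonist at the receptor; some compounds past the cut are filed as inactive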
hcGAS inh: inhibitors of human cGAS; inhibition, % at 12.5 µM; AID 1259398; recombinant h-cGAS, ATP depletion, Kinase-Glo luminescence; 290,000 tested, 0.081% active;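 note: 0% = vehicle reaction and 100% = reaction without DNA for no activity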
Target sequence (Q8N884 whole entry, looked up): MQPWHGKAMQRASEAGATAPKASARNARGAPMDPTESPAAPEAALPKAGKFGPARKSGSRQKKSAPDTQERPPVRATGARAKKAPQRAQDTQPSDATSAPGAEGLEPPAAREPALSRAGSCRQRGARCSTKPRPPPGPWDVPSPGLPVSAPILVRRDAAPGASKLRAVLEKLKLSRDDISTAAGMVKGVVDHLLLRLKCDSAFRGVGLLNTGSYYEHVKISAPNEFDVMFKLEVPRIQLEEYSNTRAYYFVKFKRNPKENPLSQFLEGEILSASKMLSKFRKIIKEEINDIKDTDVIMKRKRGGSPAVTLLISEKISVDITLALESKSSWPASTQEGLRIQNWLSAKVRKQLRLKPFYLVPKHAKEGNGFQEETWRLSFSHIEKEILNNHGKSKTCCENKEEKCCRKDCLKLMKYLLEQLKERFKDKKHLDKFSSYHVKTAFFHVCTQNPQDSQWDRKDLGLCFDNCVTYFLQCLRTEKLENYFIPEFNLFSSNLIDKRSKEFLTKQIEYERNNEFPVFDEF
mcGAS inh: blocks mouse cGAS activity; Q8C6L5; recombinant cGAS, Kinase-Glo ATP depletion luminescence; inhibition, % at 12.5 µM; 160,000 tested, 0.15% active;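 note: 0% = negative control wells and 100% = reference inhibitor with no enzyme activity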
Active calls of the source: *; x = no result given; & = joins results of further samples. Cut-off read from the data, not from the text of the source, unless noted: active = inhibition above about 40%; inactive = the rest.

SMILES | NPYLR7 ag | hcGAS inh | mcGAS inh
COc1cc(OC)cc(C(=O)NCC2CCCN(C(=O)CCC3(C)CC3)C2)c1 (stereo not given) | 9 | -7 | x
Cc1cc(C)nc(SCc2c(C(=O)NCC(C)C)nnn2-c2ccccc2)n1 | -6 | -8 | -10
CC(C)C[C@H]1C[C@@H](NC(=O)c2ccccc2)C[C@@H](c2nccs2)O1 | -1 | 0 | -5
CCC(C(=O)N1CCN(C(C(=O)NCCCN2CCOCC2)C2CCCC2)CC1)c1ccccc1 (stereo not given) | -2 | -4 | -5
Cc1nnc(C(C)Nc2ccc3c(c2)OCCO3)o1 (stereo not given) | 4 | -20 | x
CN(Cc1nc2ccccc2n1C)C(=O)c1ncn[nH]1 | 10 | -4 | x
O=C(Cn1cnc2c(nnn2Cc2ccccc2F)c1=O)OCc1ccccc1 | -3 | 0 | x
CN(C)N=CC=C1CCCC(=CC=NN(C)C)C1=O | -4 | -6 | x
Cc1cc2cc(CNC(=O)/C=C\c3ccc4c(c3)OCO4)ccc2n1C | 4 | -3 | -6
CN1CCN(c2ccc(CNC(=O)C3(C)Cc4c(-c5ccc(C(N)=O)cc5)ccnc4O3)cc2)CC1 (stereo not given) | -16 | -5 | -8
CN(C)c1ccc(CNC(=O)CNC(=O)c2ccccc2Br)cc1 | 14 | -12 | -16
CC(C)Cc1nc(-c2cccc(N3CCNC3=O)c2)n(-c2ccccn2)n1 | 5 | -3 | -19
Cc1ccc(F)c(Oc2cc(N3CCN(C(=O)c4ccccc4C)CC3)ncn2)c1 | -4 | 4 | 0
Cc1ccn2cc(-c3ccc(NS(=O)(=O)c4ccccc4)cc3)nc2n1 | 3 | -8 | x
CN(C(=O)c1sc2ccccc2c1Cl)C1CCS(=O)(=O)C1 (stereo not given) | 12 | -21 | -5
COc1ccc(C(CC#N)C2CCOC(C)(C)C2)cc1 (stereo not given) | -1 | -4 | -8
Nc1cc(N2CC[C@H](CO)[C@H](O)C2)nc(N2CCCC2)n1 | 19 | 0 | -10
CCC1CCCCN1Cc1nc2c(c(=O)n(C)c(=O)n2C)n1CCOC (stereo not given) | 4 | -3 | -10
Cc1ccc(CN(C)C(=O)C2CCN(S(=O)(=O)c3cc(C(N)=O)n(C)c3)CC2)c(C)c1 | 1 | -6 | -7
CCOc1cccc(/C=c2\sc3nc(/C=C/c4ccccc4)nn3c2=O)c1 | 8 | -11 | -8
CCOC(=O)C1CCN(C(=O)C2CCN(c3c(C#N)cnc4cc(OC)c(OC)cc34)CC2)CC1 | -9 | -4 | -2
COC(=O)[C@@H]1C[C@@H](NC(=O)c2cccc(C#CC(C)(C)O)c2)CN1C | -3 | 5 | x
CC(C)n1c(=O)c2oc3ccccc3c2n(Cc2ccc(Cl)cc2)c1=O | -1 | -5 | -1
O=C(NCc1ccco1)c1cc(-c2cccs2)on1 | 1 | -3 | x
COc1ccc(-c2cc(C(=O)N3CCN(C(C)=O)CC3)n3nc(-c4ccc(Cl)cc4)cc3n2)cc1 | 2 | 2 | 0
CNC(=O)NC(=O)COc1c(Cl)cccc1Cl | 1 | 1 | 0
CN(C)CCN1C(=O)C(=O)C(=C(O)c2ccc(F)cc2)C1c1ccc(Cl)c(Cl)c1 (stereo not given) | -6 | -6 | -8
COc1cc(-c2nc(C=Nc3ccc(C)cc3)c(O)o2)cc(OC)c1OC | -7 | -1 | -6
CCSc1nc(CC(=O)N[C@@H]2C[C@H]2c2ccccc2)cs1 | 0 | -6 | 1
CCOC(CNC(=O)C(=O)NCC(c1ccco1)N1CCN(c2ccc(OC)cc2)CC1)OCC (stereo not given) | 11 | -4 | x
CC(C)(C(=O)N1CCC1(C)C(=O)NS(=O)(=O)c1ccc(Cl)s1)c1ccccc1 (stereo not given) | 6 | 1 | x
c1coc(-c2nnc(SCc3nnc(-c4cccs4)o3)o2)c1 | -2 | 2 | x
CCN(CC)C(=O)CSc1nc(-c2ccc(C)cc2)nc2c1Cc1c(CO)cnc(C)c1O2 | 24 | -10 | -8
Cc1ccc(N(C(=O)NC(=O)Nc2ccc(C=C(C#N)C#N)cc2)S(C)(=O)=O)cc1 | -3 | -6 | x
Cc1ccc(S(=O)(=O)N2CCOC23CCN(C(=O)C(=O)NCCCc2ccccc2)CC3)cc1 | 9 | -6 | x
Cc1ccc(N(Cc2ccco2)C(=O)CCCN2C(=O)CCC2=O)cc1 | 0 | -6 | x
COc1ccc(-n2c(SCc3cccc4ccccc34)nc3c(c2=O)SCC3)cc1OC | -4 | 0 | -5
Cc1ncc2c(c1CNC(=O)c1cncs1)CCN(C(=O)c1ccc3c(c1)c1ccccc1n3C)C2 | -1 | 1 | -20
CN(CC(=O)N1CCC(c2ccccc2C(=O)O)C1)Cc1ccncc1 (stereo not given) | 6 | -9 | -12
CCC(C#N)Oc1cccc(CN)c1 (stereo not given) | -1 | -1 | x

Quoted at random: 3 compounds from above, in no set order.
SMILES | NPYLR7 ag | hcGAS inh | mcGAS inh
Cc1ccc(S(=O)(=O)N2CCOC23CCN(C(=O)C(=O)NCCCc2ccccc2)CC3)cc1 | 9 | -6 | x
COc1ccc(-n2c(SCc3cccc4ccccc34)nc3c(c2=O)SCC3)cc1OC | -4 | 0 | -5
CN(C)N=CC=C1CCCC(=CC=NN(C)C)C1=O | -4 | -6 | x

New compounds follow
SMILES | NPYLR7 ag | hcGAS inh | mcGAS inh
CC(C)(C)C1CCCC2C1=Nc1ncnn1C2c1ccc(-c2ccccc2)cc1 (stereo not given) | 3 | -4 | -6
C=CCOCC(O)CN(Cc1ccc(F)cc1)CC1CCCO1 (stereo not given) | 22 | -5 | -7
Cc1nc(SCc2cc([N+](=O)[O-])cc3c2OCOC3)c2c(C)c(C)sc2n1 | 8 | -3 | x
Cn1nc(C(C)(C)C)c2c1NC(=O)CC2c1ccc2cccc(O)c2n1 (stereo not given) | -2 | -5 | -9
O=C(c1ccc(F)cc1)N1CCN(c2nc(-c3cccs3)nc3cc(Cl)ccc23)CC1 | 6 | -2 | -3
CN1CCc2cc(NC(=O)c3ccc(N4CCOC4=O)cc3)ccc21 | 31 | -7 | x
O=C(NC1CCCCCC1)c1cn2c(n1)COCC2 | x | -1 | 1
Brc1ccc2ncnc(NCC3CCCO3)c2c1 (stereo not given) | 0 | -8 | -4
Cc1cc(O)c(C(c2ccncc2)N2CCCCC2)c(=O)n1Cc1ccccn1 (stereo not given) | 29 | -1 | x
CCN1C(=O)C2(SCCN2C(=O)NCc2cccc(C)c2)c2cc(F)ccc21 (stereo not given) | 19 | -3 | -4
Cc1cc(CNC(=O)c2ccccc2-n2cncn2)c2[nH]c(C)c(C)c2c1 | x | -6 | -14
Cc1nc(S(=O)(=O)c2ccc(F)cc2)c(N2CCOCC2)o1 | 3 | -6 | x
CCc1[nH]n(-c2ccc(Cl)c(Cl)c2)c(=O)c1C1=C(N2CCC(C)CC2)C(=O)N(c2ccc(OC)c(OC)c2)C1=O | -17 | -6 | -3
CC(C)CN1CC(OCc2ccccc2F)CN(C(=O)c2cncs2)CC1=O (stereo not given) | 1 | -3 | x
Cn1c(NC(=O)C2CCCN(S(C)(=O)=O)C2)nc2cc(Cl)ccc21 (stereo not given) | -4 | -1 | x
COc1cccc(C(=O)NC2CCN(c3ccccc3C(=O)N3CCOCC3)CC2)c1 | 18 | -7 | -6
CNS(=O)(=O)c1ccc(F)c(C(=O)OCC(=O)N2CCCC2=O)c1 | 9 | -5 | x
COc1ccc(CCNC(=O)CSc2nc(C)nc3sc4c(c23)CCC4)cc1OC | -4 | -6 | -6
CC(c1nccs1)N(C)C(=O)CCc1c[nH]c2ccccc12 (stereo not given) | -5 | 0 | -1
C=CCNC(=S)NCCSC1Sc2ccccc2NC1=O (stereo not given) | -5 | -4 | -4

Record cards, as listed above. Order of values: NPYLR7 ag	hcGAS inh	mcGAS inh
`CN(Cc1nc2ccccc2n1C)C(=O)c1ncn[nH]1` is listed with 10	-4	x
`CN(C)CCN1C(=O)C(=O)C(=C(O)c2ccc(F)cc2)C1c1ccc(Cl)c(Cl)c1` (stereo not given) is listed with -6	-6	-8

The results go on:
SMILES | NPYLR7 ag | hcGAS inh | mcGAS inh
CCOC(=O)N1CCN(C(=O)c2cc(-c3ccc(OC)cc3OC)nn2-c2ccc([N+](=O)[O-])cc2)CC1 | 0 | -8 | -6
CCOC(=O)N1CCc2c(sc3nc(C)[nH]c(=O)c23)C1 | -2 | -3 | x
Cc1ccsc1C(=O)Nc1ccc(NC(=O)C2CC2)nc1 | 2 | -8 | x
Cc1ccc(/C=N\NC(=S)N2CCOCC2)cc1 | 15 | -5 | x
O=C(C1=C(O)C(=O)N(CCN2CCOCC2)C1c1ccco1)c1cccs1 (stereo not given) | 13&-1 | -15&-6 | x
COc1cc(C)c(S(=O)(=O)Nc2cccc(C(F)(F)F)c2)cc1C | 6 | -4 | x
C=C(C)C(O)(C(=C)C)c1ccc(CN(Cc2ccsc2)CC2CCCO2)o1 (stereo not given) | -9 | -2 | -3
Cn1c(CN2CCC3(CCNCC3)C2)cc2ccccc21 | 8 | -3 | x
Nc1cccc(-c2cc(Nc3ccc(Cl)cc3)ncn2)c1 | 7 | -5 | x
Cn1ncc2c(NC3CCN(Cc4cccnc4)CC3)nc(C(C)(C)C)nc21 | 1 | -8 | -8
O=C(c1cccc(Cl)c1)N1CCN(c2nc3nccc(-c4cc(Cl)ccc4Cl)n3n2)CC1 | x | -9 | -6
CCCN(Cc1ccccc1)C(=O)Nc1ccc(OCC(=O)N(C)C)cc1 | 6 | -3 | -5
O=C(CCc1ccccc1)C1CCCN(Cc2nc(-c3ccc(Cl)cc3)no2)C1 (stereo not given) | 4 | 6 | x
O=S(=O)(c1cccc(Br)c1)N1CCNCC1 | 1 | 1 | x
CC(C)C(NC(=O)c1ccc2c(c1)CCC(=O)N2)c1ccc2c(c1)OCCO2 (stereo not given) | 16 | -7 | -15
CCCCN(C)Cc1ccc(C(=O)Nc2c(C)noc2C)cc1 | 26 | -5 | -17
O=c1ccc(-c2ccc(Cl)cc2)nn1CCCNS(=O)(=O)CCc1ccccc1 | -3 | -6 | x
Cc1ccsc1C(=O)N1CCC1(C)C(=O)Nc1ccc2c(c1)OCCO2 (stereo not given) | 0 | -4 | -3
COc1nn(C(C)C(=O)NNC(=S)NC2CCCCC2)cc1[N+](=O)[O-] (stereo not given) | 5 | -1 | -2
Cc1cccc(CSc2nnc(C(Cc3ccccc3)NC(=O)c3ccccc3Br)n2-c2ccc([N+](=O)[O-])cc2)c1 (stereo not given) | 4 | 1 | -2
O[C@H]1CN(C2CCOCC2)[C@H]2CC[C@@H](N3CCOCC3)[C@@H]1C2 | 26 | -4 | -8
O=C(c1nn(Cc2ccncc2)c2c1CN(Cc1cc3c(cc1Cl)OCO3)CC2)N1CCCC1 | 16 | -30 | -9
CCSC[C@H](N)C(=O)NCc1cnn2ccccc12 | 1 | -7 | x
O=C(NCCc1ccccn1)Nc1nnc(-c2ccc(F)cc2)s1 | 5 | -3 | -21
O=C(c1nn2c(c1Cl)NC(c1ccco1)CC2C(F)(F)F)N1CCSCC1 (stereo not given) | 7 | 0 | -2
COCC(=O)N1CCC(C(NC(=O)c2ccccc2Cl)C(=O)N2CCCCC2)CC1 (stereo not given) | 3 | -5 | -5
COC(=O)c1ccc(-c2nc3nnc(C)n3[nH]2)cc1 | -1 | -7 | x
O=C(CN1CCCCCc2ccccc21)NC1CCOCC1 | 13 | -6 | -6
CCCOc1cc(Nc2ccc(NC(=O)Nc3ccccc3OCC)cc2)nc(C)n1 | 4 | -2 | -4
CC(C)c1ccc(OCC(=O)Nc2c3c(nn2CC(=O)NCc2ccc(F)cc2)CSC3)cc1 | -6 | -4 | -3
COc1ncccc1-n1ccnc1-c1ccccc1OC(C)C(=O)O (stereo not given) | 6 | -2 | -11
CC1=NOC(C)(C(=O)NCc2cccnc2N2CCN(C)CC2)C1 (stereo not given) | -5 | 1 | x
COc1ccc(C2=NN(c3ccccc3)C(c3ccc(OC)c(OC)c3)C2)cc1 (stereo not given) | -5 | 1 | 0
Nc1c(-c2ccccc2)ncn1C1CC1 | 3 | -4 | -12
CC(C)CCc1nc(Cn2c(C(F)(F)F)ccc(C(N)=O)c2=O)cs1 | -1 | -4 | x
CCCN(CC(=O)N1CCc2sccc2C1COc1ccc(F)cc1)C(=O)Cc1ccccc1 (stereo not given) | -4 | 2 | 0
O=C(O)c1sc(C2CC2)nc1-c1ccccc1 | -5 | 1 | x
CCCCCCc1c(O)nc(SCC(=O)O)[nH]c1=O | 4&-5 | -8&-8 | x
COc1ccc2nc(-c3ccc(OC)c(NC(=O)c4cccs4)c3)cn2n1 | -15 | -5 | -9
Cc1nn(-c2ccc(N3CCN(C(=O)c4cccc5ccccc45)CC3)nn2)c(C)c1C | -4 | 0 | -2
O=S(=O)(c1cccc2cccc(Cl)c12)N1CCOC(C(F)(F)F)C1 (stereo not given) | x | 0 | -2

Rewritten with tabs: part of the list above
SMILES	NPYLR7 ag	hcGAS inh	mcGAS inh
CCSC[C@H](N)C(=O)NCc1cnn2ccccc12	1	-7	x
O=C(NCCc1ccccn1)Nc1nnc(-c2ccc(F)cc2)s1	5	-3	-21
O=C(c1nn2c(c1Cl)NC(c1ccco1)CC2C(F)(F)F)N1CCSCC1 (stereo not given)	7	0	-2

Rows are unselected; any-hit rate near 0.29%.
